# KOR beta-arrestin-1 – kappa opioid receptor activators – cell-based, luminescence, uHTS, primary screen (AID 1777). 0.02% of 280,000 active. KOR beta-arrestin recruitment, luminescence; higher % means a stronger effect. activation, % at 10 µM, or EC50 in µM where a hit was titrated; in the data active = activation above about 50%, passing the limit was not always enough; also: a part of the inactive calls stands beside numbers as strong as those of hits
# HIV peptide binding – inhibitors of HIV fusion peptide binding, primary screen, biochemical, uHTS, fluorescence dequenching (AID 1986); inhibition, % at 20 µM; hits with a dose series show IC50 in µM; 0.3% of 290,000 active; cell-free peptide binding, fluorescence dequenching, 30 min; higher % means a stronger effect; in the data active = inhibition mostly above about 52%, no sharp cut-off; inactive = mostly below about 76%; also: some results filed as inactive read as strong as hits
# AID2073 – inhibitors of Mint1-CaV2.2 protein interaction, biochemical, HTRF (AID 2073). HTRF protein-protein interaction, Mint1-CaV2.2; higher % means a stronger effect. one-dose inhibition, % at 20 µM; IC50 in µM for titrated hits. 0.19% of 290,000 active; in the data active = inhibition mostly above about 51%, no sharp cut-off; inconclusive = no clear call, values can overlap the other calls; inactive = mostly below about 53%; also: some results filed as inactive read as strong as hits
# West Nile antiviral – inhibition of WNV-induced cytopathic effect – cell-based, CPE readout (AID 1621). 0.02% of 290,000 active. West Nile virus-infected cells, CPE inhibition; higher % means a stronger effect. CPE inhibition, % at 10 µM; hits with a dose series show IC50 in µM; in the data active = a potency from the dose series; inconclusive = CPE inhibition mostly from about 3.7% at the one dose, without a potency; inactive = the rest, 99 in 100 with CPE inhibition below about 2.2%; also: strong numbers were not always called active
# HEK293 NOD2/NF-kB – inhibition of NOD2-driven NF-kB reporter – cell-based, luminescence, uHTS, HEK293 (AID 1566); HEK293 NOD2/NF-kB luciferase reporter, luminescence; higher % means a stronger effect; one-dose inhibition, % at 4 µM; EC50 in µM for titrated hits; 0.63% of 290,000 active; also: many of its hits are not listed in these tables
# NS5 inhibitors – flavivirus cap methylation enzyme inhibition – biochemical, confirmation dose response, primary screen (AID 588689). Dengue-2 NS5 methyltransferase capping enzyme assay, biochemical; higher % means a stronger effect. 0.3% of 340,000 active. inhibition, % at 25 µM; hits with a dose series show IC50 in µM; in the data active = a potency from the dose series; inconclusive = inhibition above about 29% without an active follow-up result
# Yfh1-off respiration – enhancers of respiration in Yfh1-depleted yeast, dose response, Friedreich's ataxia, plus single-dose screen (AID 1465); S. cerevisiae Yfh1-off respiration, WST-1 reduction, 72 h; higher fold induction means a stronger effect; fold induction at 50 µM, or EC50 in µM where a hit was titrated; 0.074% of 220,000 active;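 active = fold induction of absorbance versus untreated yeast above a set limit, then at least 30% activation at any dose in follow-up; inconclusive = repeats straddling the limit, or above it without dose testing; inactive = fold induction below the set limit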;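 also: activators that raise dye reduction in frataxin-depleted yeast; strong numbers were not always called active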
# NOD1 NF-kB reporter – inhibition of NOD1-driven NF-kB reporter – cell-based, luminescence, uHTS, primary screen (AID 1578); inhibition, % at 4 µM; hits with a dose series show EC50 in µM; NOD1-driven NF-kB luciferase reporter cells, luminescence; higher % means a stronger effect; 1% of 290,000 active; in the data active = inhibition mostly above about 36%, no sharp cut-off; inactive = mostly below about 34%;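 also: HEK-293T reporter cells stimulated with the NOD1 agonist gamma-tri-DAP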
# KOR beta-arrestin-2 – kappa opioid receptor blockers – cell-based, luminescence, uHTS (AID 1778). KOR beta-arrestin recruitment, luminescence, antagonist mode; higher % means a stronger effect. one-dose inhibition, % at 10 µM; IC50 in µM for titrated hits. 0.091% of 290,000 active; also: strong numbers were not always called active
# * hit, by the source's call; i = inactive; ? = inconclusive; nt = no result given; [ ] = dose if it differs, or a comment. Rule as the data show it, unless noted: active = inhibition above about 50%; inactive = the rest.
# Sample of the layout (4 entries):
SMILES,KOR beta-arrestin-1,HIV peptide binding,AID2073,West Nile antiviral,HEK293 NOD2/NF-kB,NS5 inhibitors,Yfh1-off respiration,NOD1 NF-kB reporter,KOR beta-arrestin-2
O=C(Nc1ncn[nH]1)c1ccc([N+](=O)[O-])cc1[N+](=O)[O-],-2.2%,-1.3%,0%,0.1%,29%,0%,i,18%,-18%
O=C(NCc1ccccc1F)C1CCCN(c2cnccn2)C1 (configuration not stated),-9.2%,-0.9%,12%,0.3%,11%,-8%,nt,12%,2%
CCOc1ccc(-n2c(-c3ccc(Cl)cc3)c[n+]3c2SCC3)cc1,-1.9%,-1.1%,6%,-0.5%,14%,-17%,i,9%,8%
Cc1c(C)c(C)c(CN2CCSCC2)c(C)c1C,-3.5%,-1.6%,-6%,-0.2%,12%,-8%,i,-17%,7%

# Results (from the top)
SMILES,KOR beta-arrestin-1,HIV peptide binding,AID2073,West Nile antiviral,HEK293 NOD2/NF-kB,NS5 inhibitors,Yfh1-off respiration,NOD1 NF-kB reporter,KOR beta-arrestin-2
O=C(Nc1ncn[nH]1)c1ccc([N+](=O)[O-])cc1[N+](=O)[O-],-2.2%,-1.3%,0%,0.1%,29%,0%,i,18%,-18%
O=C(NCc1ccccc1F)C1CCCN(c2cnccn2)C1 (configuration not stated),-9.2%,-0.9%,12%,0.3%,11%,-8%,nt,12%,2%
CCOc1ccc(-n2c(-c3ccc(Cl)cc3)c[n+]3c2SCC3)cc1,-1.9%,-1.1%,6%,-0.5%,14%,-17%,i,9%,8%
Cc1c(C)c(C)c(CN2CCSCC2)c(C)c1C,-3.5%,-1.6%,-6%,-0.2%,12%,-8%,i,-17%,7%
Cc1ccccc1OC(=O)CCC(=O)OCCCC(F)(F)C(F)(F)F,-4.2%,1.7%,-2%,-0.1%,-4%,1%,i,-22%,32%
CCn1c(SCC(=O)N/N=C(\C)c2ccco2)nnc1-c1ccccc1,-6.3%,0.6%,-7%,0.0%,17%,nt,i,-26%,4%[20 µM]
CCCn1nnc2sc3c(c2c1=O)CCC(C)C3 (configuration not stated),3.2%,-0.5%,1%,-0.2%,-16%,-2%,i,-40%,-24%
O=C(Cc1csc(N2CCOCC2)n1)N/N=C/c1cccc(O)c1,2.4%,1.0%,-4%,0.8%,0%,-3%,i,-23%,-29%
COc1ccccc1NC(=O)CSc1nc(N)cc(N)n1,-4.7%,-0.2%,3%,0.0%,17%,-8%,i,11%,18%
CCOC(=O)c1noc(C)c1C(=O)Nc1nccs1,-3.4%,0.5%,-10%,1.7%,7%,-4%,i,-13%,10%
C=CCn1c(SCC2=C(C(=O)OCC)C(C)NC(=O)N2)nnc1C1CCCCC1 (configuration not stated),-0.5%,-0.2%,-4%,0.2%,6%,-6%,i,nt,23%
CCOc1ccc(CNn2cnnc2)cc1,-2.7%,-0.7%,17%,-0.1%,11%,-17%,nt,-31%,-15%[20 µM]
CCCc1nc2nc(C)c(NS(=O)(=O)c3ccc(C(C)(C)C)cc3)c(=O)n2[nH]1,-1.6%,3.8%,-3%,0.8%,-16%,0%,nt,3%,-3%
COc1ccc(C2C(C(=O)N3CCC(C(N)=O)CC3)CC(=O)N2c2ccc(OC)cc2)cc1 (configuration not stated),-4.5%,-0.1%,11%,0.8%,6%,-7%,i,-14%,20%
N#C/C(=C\c1ccc(N2CCOCC2)o1)C(=O)Nc1ccc(O)cc1,-5.3%,148%,-18%,-0.7%,-25%,nt,>100µM*,-31%,10%[20 µM]
CCOc1cc(C2NC(=O)NC(c3ccccc3)=C2C(=O)c2ccccc2)c(Br)cc1OCC(=O)O (configuration not stated),-2.6%,2.6%,0%,-0.1%,7%,2%,i,-20%,-36%[20 µM]
Cc1nc(SCCC(=O)O)c2cc(-c3ccccc3)sc2n1,-3.5%,4.9%,12%,1.7%,nt,1%,nt,nt,23%
CCn1c(SCC(=O)NCCc2ccccc2)nc2c([nH]c3ccccc32)c1=O,-1.8%,0.6%,2%,?,-3%,-1%,nt,-27%,11%
COc1ccc(CNC(=O)COc2ccc(OC)cc2)cc1,-19%,-1.2%,4%,-0.1%,13%,6%,nt,5%,40%
O=C1N=C(c2ccccc2)S/C1=C\c1cccs1,-4.6%,-0.8%,29%,-0.9%,-4%,13%,i,-4%,10%
O=C(/C=C/NNC(=O)c1ccc(Cl)cc1)c1ccccc1,3.3%,1.2%,-3%,0.3%,22%,-13%,i,-24%,-15%
COc1ccc(/C=N\NC(=O)c2ccc([N+](=O)[O-])c(C)c2)cc1COc1ccccc1C(N)=O,-1.9%,-5.6%,10%,-0.4%,27%,0%,nt,2%,-8%
CCN1CCCC1CNCC(=O)Nc1ccc(OC(F)(F)F)cc1 (configuration not stated),1.4%,1.0%,-6%,0.4%,-8%,2%,i,-3%,1%
CCCC(=O)N(c1ccc(OCC)cc1)S(=O)(=O)c1ccc2c3c(cccc13)C(=O)N2C,-2.2%,0.2%,37%,-0.8%,16%,6%,nt,1%,-14%
Cc1ccc(/C=N/NC(=O)c2cccc(S(=O)(=O)Nc3ccccc3Cl)c2)s1,-2.1%,3.7%,13%,-0.4%,9%,-6%,i,-16%,14%
SMILES,KOR beta-arrestin-1,HIV peptide binding,AID2073,West Nile antiviral,HEK293 NOD2/NF-kB,NS5 inhibitors,Yfh1-off respiration,NOD1 NF-kB reporter,KOR beta-arrestin-2
COC(=O)c1cc(C)sc1NC(=S)N1CCN(CCc2ccccc2)CC1,1.8%,-0.9%,-3%,-0.8%,25%,-2%,i,20%,-34%[20 µM]
O=C(NN1c2ccccc2CCc2ccccc21)c1ccccc1Br,5.9%,0.2%,-4%,-0.8%,-5%,-2%,i,-20%,-8%
C[C@H](NC(=O)CCCOc1ccc(Cl)cc1Cl)c1nnc2ccccn12,2.4%,1.1%,2%,-1.1%,18%,1%,nt,-19%,15%
CCc1ccccc1NC(=O)c1cc(-c2cccs2)on1,4.2%,0.7%,0%,-0.3%,-7%,-18%,nt,12%,-75%
CCO[C@H]1OC(C(=O)N2CCN(Cc3ccc4c(c3)OCO4)CC2)=C[C@@H](c2ccc(C(F)(F)F)cc2)[C@@H]1CCCO,-5.5%,1.2%,7%,0.5%,-32%,2%,i,-8%,-2%
NC(=O)c1ccc(N=Nc2c(-c3ccccc3)[nH]n(-c3ccccc3)c2=O)cc1,-5.0%,-2.9%,58%,1.3%,26%,nt,i,-12%,32%
Cc1nn(Cc2c(F)c(F)c(F)c(F)c2F)c(C)c1NC(=O)c1ccc(COc2ccc(Cl)cc2Cl)o1,3.6%,-1.1%,3%,2.6%,8%,-7%,i,-9%,14%
c1cc(C(c2nnnn2C2CCCCC2)N2CCN3CCCC3C2)ccn1 (configuration not stated),0.4%,3.8%,-1%,0.0%,7%,4%,i,-34%,-19%
Cc1cc(OCC(=O)N2CCOCC2)ccc1[N+](=O)[O-],7.5%,-0.6%,2%,0.1%,-2%,2%,i,-2%,4%
COc1ccc(CCNC(=O)c2ccc(-c3ccc([N+](=O)[O-])cc3)o2)cc1OC,-5.5%,2.0%,-2%,-0.6%,11%,2%,i,38%,14%
CC(Sc1nc(NCc2ccccc2)nc(N2CCOCC2)n1)C(=O)Nc1ccccc1 (configuration not stated),-2.6%,1.4%,43%,0.1%,8%,-6%,i,-1%,23%
COc1ccnc(N=CNOCc2ccc(C)cc2)c1C#N,15%,0.1%,18%,-0.1%,16%,-1%,i,21%,-11%
COCCNC(=O)c1cc(C)ccc1C,-5.4%,0.4%,0%,0.1%,7%,-3%,i,-29%,7%
CC(=O)c1c(N2CCN(c3cccc(Cl)c3)CC2)nc(=S)n(-c2ccccc2)c1C,-2.1%,4.9%,-5%,-0.7%,2%,-18%,i,-1%,9%
O=C(CSc1nc2scc(-c3ccccc3)c2c(=O)[nH]1)NCCc1ccccc1,5.4%,1.8%,9%,-0.4%,24%,-3%,nt,9%,-6%
COc1cc(NC(c2ccccc2)c2ccccc2)cc(OC)c1OC,-1.9%,-1.9%,-7%,0.6%,32%,6%,i,6%,3%
CCOc1ccc(C(=O)NC(=S)Nc2ccccc2OC)cc1[N+](=O)[O-],-0.8%,-1.6%,0%,-0.7%,27%,1%,i,-5%,nt
COc1cc(NS(=O)(=O)c2ccc(N/C=C\C(=O)c3ccc(F)cc3)cc2)nc(OC)n1,2.4%,19%,21%,0.6%,10%,2%,i,-14%,-12%
c1ccc2oc(CCc3nc4ccccc4o3)nc2c1,-7.1%,-1.1%,-6%,0.3%,-35%,-10%,i,-14%,-13%
O=C(COc1ncnc2ccccc12)NCCC1=CCCCC1,1.1%,67%,-8%,-0.2%,14%,3%,i,-9%,11%
O=C(O)CCC(=O)N1CCc2cc(S(=O)(=O)NC3CCCC3)ccc21,0.4%,-2.6%,2%,0.7%,-1%,-1%,i,-27%,-18%
Cc1cc(NCc2ccco2)n2ncnc2n1,-2.7%,-1.3%,5%,-1.2%,11%,3%,i,-9%,8%
CCn1c(CN2CCN(C(=O)c3ccco3)CC2)nc2c1c(=O)n(C)c(=O)n2C,-2.2%,1.0%,4%,-1.5%,20%,3%,i,-5%,22%
COc1ccc(C(=O)N2CCN(c3ncccn3)CC2)cc1[N+](=O)[O-],2.1%,2.1%,-7%,0.2%,14%,-6%,nt,16%,-20%
Cc1ccc(S(=O)(=O)N2CCN(C(=O)c3ccnn3C)CC2)cc1C,2.1%,1.3%,0%,-0.5%,6%,-10%,nt,-2%,-22%
SMILES,KOR beta-arrestin-1,HIV peptide binding,AID2073,West Nile antiviral,HEK293 NOD2/NF-kB,NS5 inhibitors,Yfh1-off respiration,NOD1 NF-kB reporter,KOR beta-arrestin-2
CC(C)c1ccc(C(C)NCCS(=O)(=O)c2ccc(Br)cc2)cc1 (configuration not stated),7.2%,-0.5%,0%,-0.7%,-12%,-5%,nt,-43%,-11%
COc1cccc(CNC(=O)C2CCCN(c3cnccn3)C2)c1 (configuration not stated),-7.4%,-1.7%,10%,0.0%,-10%,-5%,nt,0%,4%
O=C(COC(=O)C1CCN(S(=O)(=O)c2cccs2)CC1)c1ccccc1,-1.0%,-0.1%,9%,0.6%,11%,-7%,i,-23%,18%
CCOc1ccc(S(=O)(=O)N2CCCC(C(=O)NCCN3CCOCC3)C2)cc1Cl (configuration not stated),5.2%,0.6%,11%,-0.3%,5%,-6%,nt,-35%,4%
Cc1c(Br)c([N+](=O)[O-])nn1C(C)C(=O)NCc1cccs1 (configuration not stated),1.5%,-1.9%,-4%,-0.7%,8%,2%,i,nt,-26%
CCCc1nnc(NC(=O)CSc2nc3ccccc3[nH]2)s1,-2.9%,-0.5%,4%,-0.3%,-25%,2%,i,-1%,29%
Cc1cc(C)cc(Nc2c(F)c(F)c(F)c(F)c2C(=O)O)c1,-3.9%,8.2%,5%,0.5%,-6%,nt,i,-19%,-3%
CC1=Nc2cc(C(=O)NCCN3CCOCC3)ccc2Sc2c(C)ccc(C)c21,-3.3%,0.1%,22%,1.4%,15%,4%,nt,-25%,-90%
Cc1ccc(C(=O)N/N=C\c2ccc[nH]2)cc1[N+](=O)[O-],3.8%,5.5%,-12%,0.5%,2%,2%,i,1%,3%
O=C(Nc1cccc(C(F)(F)F)c1)C1CCN(S(=O)(=O)c2cnc[nH]2)CC1,3.2%,-0.7%,30%,-0.1%,12%,-6%,i,-8%,-22%
c1ccc(-c2nnc(N3CCCC3)nc2-c2ccccc2)cc1,6.0%,0.8%,-12%,-0.2%,9%,-7%,nt,-11%,-14%

# Screening results: PubChem, several laboratories

# This is a subset; the hit share may differ from the screen's.
